# PI4K2A inh – PI4K2A (human) kinase inhibition | Q9BTU6 | purified PI4K2A, ADP-Glo luminescence, 1 h; hits give low values | activity change, negative = inhibition, % at 76.9 µM | 420,000 tested, 0.13% active | AID 1346378; in the data active means activity change below about -50%; inconclusive means mostly about -30% to -49%;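 further: -100% = wells without enzyme as full effect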
#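 Compounds are screened against recombinant PI4K2A using PI as substrate and ATP, the latter dispensed at 300 microM. Reactions run one hour at ambient temperature before ADP-Glo detection; full inhibition defined by wells lacking enzyme.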
# D2 agonist – activates the human D2 dopamine receptor. P14416. HEK293 T-REx D2 cells, calcium flux agonist mode. activation, % at 2 µM. 340,000 tested, 0.53% active. AID 485358;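 active means activation over 3 SD above normal in the single-dose calcium agonist read, cut at about 30% in these data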; further: 0% is about no effect
#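 Tetracycline-induced HEK293 Trex cells with D2 receptor force-coupled to calcium signaling, plated overnight at 30 C and loaded with no-wash calcium dye. Calcium flux read kinetically for 180 s after compound addition; responses flag agonists.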
# TRHR PAM – allosterically enhances the human TRH receptor. TRHR cells, fluo-8 calcium fluorescence, EC20 TRH enhancement. enhancement, % at 2 µM. 360,000 tested, 0.66% active. P34981; in the data active means enhancement above about 30%; further: 0% is about no effect
#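 Enhancer read-out: after compound pinning and an initial kinetic agonist-mode read, an EC20 of TRH (10 nM final) was injected and fluo-8 calcium signal (Ex 480/Em 530) followed at 1 s/cycle for 100 cycles in TRHR-expressing cells.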
# D2 antagonist – antagonists of human D2 dopamine receptor; P14416; HEK293 TREx D2 cells, calcium flux, dopamine EC80; inhibition, % at 10 µM; 340,000 tested, 2% active; in the data active means inhibition above about 30%; further: 0% is about no effect
#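 Measurement of antagonist activity uses fluorescent calcium dye in inducible HEK293 T-REx D2 cells: 10 s baseline, compound addition with 180 s read, EC80 dopamine addition with a further 180 s read.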
# USP1 inh – USP1/UAF1 (human) deubiquitinase inhibition; 390,000 tested, 0.23% active; recombinant USP1/UAF1, Ub-Rhodamine cleavage fluorescence; AID 743255; Potency, µM (doses to about 57.1 µM), for inactives: top-dose activity change, negative = inhibition, most hits filed as inhibitors; O94782; further: potency means the concentration at half of the fitted maximal effect; on the % scale 0 is the no-effect control and ±100 the full control effect; nearly all actives have a fitted effect of over 60% in size; inactives centre near -12
# Target sequence (O94782 whole entry, looked up): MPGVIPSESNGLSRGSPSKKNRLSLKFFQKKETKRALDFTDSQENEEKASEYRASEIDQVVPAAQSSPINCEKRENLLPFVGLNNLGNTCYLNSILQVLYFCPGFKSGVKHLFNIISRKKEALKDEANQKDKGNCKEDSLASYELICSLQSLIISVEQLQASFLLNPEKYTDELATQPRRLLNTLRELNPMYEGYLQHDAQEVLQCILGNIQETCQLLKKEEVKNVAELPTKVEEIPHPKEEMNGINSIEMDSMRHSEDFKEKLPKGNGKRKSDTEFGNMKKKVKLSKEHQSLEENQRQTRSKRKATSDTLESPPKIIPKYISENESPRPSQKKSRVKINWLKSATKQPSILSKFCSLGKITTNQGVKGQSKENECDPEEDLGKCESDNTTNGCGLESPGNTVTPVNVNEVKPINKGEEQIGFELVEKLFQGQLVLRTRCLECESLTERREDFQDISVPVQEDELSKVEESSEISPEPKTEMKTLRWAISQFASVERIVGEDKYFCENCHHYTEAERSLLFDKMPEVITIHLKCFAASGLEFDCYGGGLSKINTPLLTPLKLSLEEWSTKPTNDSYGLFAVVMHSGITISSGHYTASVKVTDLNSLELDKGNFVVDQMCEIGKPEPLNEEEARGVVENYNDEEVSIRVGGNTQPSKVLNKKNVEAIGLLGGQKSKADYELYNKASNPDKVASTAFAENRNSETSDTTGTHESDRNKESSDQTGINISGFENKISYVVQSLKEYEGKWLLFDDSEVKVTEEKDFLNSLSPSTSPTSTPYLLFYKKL
#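 Step one: compound is pinned into 1nM USP1/UAF1 in HEPES pH 7.8 buffer with TCEP. Step two: 15 min room-temperature incubation. Step three: Ub-Rho (150nM final) starts cleavage, tracked by fluorescence over six one-minute reads.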
# TRHR agonist – activates the human TRH receptor; P34981; 360,000 tested, 0.18% active; TRHR cells, calcium flux fluo-8, FDSS agonist mode; activation, % at 2 µM; AID 493084; in the data active means activation above about 30%; further: 0% is about no effect
#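 Fluo-8-loaded TRHR cells; 10 s baseline, compound added, kinetic Ca2+ fluorescence read 1/s, agonist mode.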
# TrxR1 inh – rat TrxR1 inhibition; O89049; recombinant rTrxR1, NADPH fluorescence consumption, selenite substrate; Potency, µM (titrated, usually from 114 µM), without a hit: at the highest dose activity change, negative = inhibition, most hits filed as inhibitors; 390,000 tested, 1% active; AID 588453; further: potency means the concentration at half of the fitted maximal effect; on the % scale 0 is the no-effect control and ±100 the full control effect; nearly all actives have a fitted effect of over 65% in size
#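 Rat TrxR1 (90 nM in the dispensed reagent) was pre-reduced with 400 uM NADPH for 5 min at room temperature, then incubated with compound for 15 min. After 400 uM selenite was added, NADPH fluorescence (Ex 340/Em 450 nm) was followed for 8 min.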
# mIDH1 inhibitor – human IDH1 R132H inhibition; Potency, µM (top dose mostly 76.6 µM), for the others: at the highest dose activity change, negative = inhibition, hits mostly inhibitors; 390,000 tested, 0.093% active; O75874; IDH1-R132H enzyme, NADPH consumption, diaphorase/resazurin fluorescence; further: potency means the concentration at half of the fitted maximal effect; on the % scale 0 is the no-effect control and ±100 the full control effect; nearly all actives have a fitted effect of over 65% in size
#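 IDH1-R132H (0.5 ug/mL dispensed) in pH 7.5 Tris buffer was preincubated 30 min with compound, then given a substrate mix of 0.016 mM NADPH and 2 mM alpha-KG for 80 min at room temperature; remaining NADPH was read by diaphorase/resazurin fluorescence.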
# TrxR1 substrate – rat thioredoxin reductase 1 substrate activity | O89049 | purified TrxR1 substrate turnover, NADPH consumption readout | Potency, µM (titrated, usually from 114 µM), for the others: at the top dose activity change, negative = substrate turnover | 390,000 tested, 0.01% active; further: potency means the concentration at half of the fitted maximal effect; on the % scale 0 is the no-effect control and ±100 the full control effect; nearly all actives have a fitted effect of over 50% in size
#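 Rat TrxR1, dispensed at 90 nM, was prereduced with 400 uM NADPH (final) for 5 min at ~22 deg C, then incubated with compound 15 min before 400 uM selenite. A first-read NADPH fluorescence drop versus no-compound background flagged substrates.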
# The depositor's hits bear a star; ? = inconclusive; / = not tested or not shown; & = joins results of further samples; [ ] = remark or other dose. Unless noted, the call rests on the fitted dose curve; in most records, active means well fitted inhibition curve with a large enough effect; inconclusive means small, poorly fitted or top-dose-only effect; inactive means no such curve, though single readings can be large or run the other way. Not a hit list; 3.9% or so of the library scored in one or more.
# Below each compound: PI4K2A inh, D2 agonist, TRHR PAM, D2 antagonist, USP1 inh, TRHR agonist, TrxR1 inh, mIDH1 inhibitor, TrxR1 substrate
- CCOc1cc(OCC)cc(C(=O)Nc2cccc(-c3nc4ccccc4[nH]3)c2)c1
→ 4, -2.4, 1, /, 3%, 1.1, 6%, -4%, 6%
- O=C(/C=C/c1cccs1)c1cc(F)ccc1OC(=O)N1CCOCC1
→ 12, /, /, /, -19%, /, -12%[57.1 µM], 4%, -13%
- O=C(CN1CCN(Cc2ccccc2)CC1)Nc1ccc(S(=O)(=O)N2CCOCC2)cc1
→ -2, 0.0, 4, -3, -19%, 0.7, 3%, 5%, -4%
- Cc1cc2cc(CNC(=S)NC3CCCCC3)ccc2[nH]1
→ -1, 0.0, -1, -11, -18%, 0.0, -8%, 7%, -2%
- COc1ccc(NC(=O)C(c2ccc(OC)cc2)N(Cc2ccco2)C(=O)CC2NC(=O)NC2=O)cc1 (stereo not given)
→ -4, -0.1, 5, 17, -4%, 0.1, 15%[57.1 µM], 3%, -1%[57.1 µM]
- O=C(Nc1ccc(N2CCN(C(=O)c3ccco3)CC2)cc1)c1ccc([N+](=O)[O-])cc1Cl
→ 4, 1.1, -1, -1, -19%, 0.1, 16%, 5%, 1%
- Cn1cccc1/C=N/NC(=O)c1ccco1
→ -7, 0.3, -4, -6, -22%, 0.4, 3%[57.1 µM], -3%, -25%[57.1 µM]
- Cn1cnnc1SCC(=O)Nc1sc2c(c1C#N)CCCCC2
→ 7, 1.2, -6, -10, -22%, -0.5, 5%, 2%, 5%
- CCC(=O)N1c2nc(C(C)C)nn2C2(CCCCC2)[C@@H]2CCCC[C@@H]21
→ -6, -2.0, -6, /, -11%, -2.7, -7%, -5%, -8%
- O=C(CSc1nc(Cc2ccccc2)nc2ccccc12)Nc1ccc2c(c1)OCCO2
→ 0, -0.2, 3, -3, -5%, 0.1, -6%[57.1 µM], -5%, 2%[57.1 µM]
- Cc1nc2ccccc2nc1N1CCOCC1
→ 4, 0.3, 11, -2, -19%, 0.7, 11%, 0%, -1%
- Cc1ccc(S(=O)(=O)N2CCN(Cc3nc4ccc(C)cc4o3)CC2)cc1
→ -3, 0.1, 12, /, -8%, 0.4, 3%[57.1 µM], 15%, -1%[57.1 µM]
- O=C1/C(=C/c2ccccc2Cl)SC(=S)N1CCCC(=O)N(CCO)c1ccccc1
→ 3, 0.1, 6, 6, -30%, 0.1, 20%, -20%, 3%
- CC(=O)N1CCN(CC(=O)O)CC1
→ /, 0.3, 2, 0, /, 0.1, /, /, /
- O=C(CSc1nnc(CNC(=O)c2c(F)cccc2F)o1)NCc1ccccc1Cl
→ 0, 0.0, -5, 7, -1%, -0.3, 9%, 2%, -2%
- Cc1cccnc1-n1c(CCN2C(=O)c3ccccc3C2=O)nc2ccccc2c1=O
→ 1, 0.1, 1, 2, -12%, -1.1, 5%, 1%, -2%
- COc1ccc2[nH]c(=O)c(CN(CCN3CCCC3)C(=O)Nc3ccccc3Cl)cc2c1
→ 1, -0.8, -9, -22, -10%, 0.1, -14%, 0%, 20%
- COCCN(Cc1ccccc1)C(=O)c1ccc2c(c1)NC(=O)CS2
→ 0, -0.3, 0, 22, -14%, 1.2, 37%, -3%, 7%
- O=C(NCc1ccc(Cl)cc1)N1CCc2ccccc2C1
→ 1, -2.3, 10, -1, -32%, -1.0, 15%, -6%, 5%
- CCOC(=O)N1CCN(C(=O)c2cn(CCOC)c(=O)c3c2c2ccccc2n3C)CC1
→ 3, -0.1, 0, -2, 0%, 0.1, -7%, 0%, 83%[activator]
- O=C(Cc1c[nH]c2ccccc12)N/N=C/c1ccc(F)cc1
→ -4, 3.0, -7, -27, -18%, 1.2, -11%, 4%, -13%
- COc1ccc(NC(=O)Cc2c[nH]c3ccccc23)cc1S(=O)(=O)N1CCCCC1
→ -4, -0.9, -12, 6, -25%, -0.3, -4%, -6%, -13%
- Cc1ccc(CN2C(=O)CCC2C(=O)N2CCN(c3ccc(F)cc3)CC2)cc1 (stereo not given)
→ -2, /, -5, /, -27%, 1.2, 3%, 14%, 3%
- O=C(OC1Cn2c(=O)ccc(=O)n2C1)c1ccccc1
→ 2, -0.8, -2, 16, -9%, -0.3, 7%, 1%, 5%
- COC(=O)c1ccc(C2=NOC(C)(c3nnc(Cc4ccccc4)o3)C2)cc1 (stereo not given)
→ 2, -1.1, 0, 0, -9%, 0.0, 34%, -10%, 2%
- COc1cccc(C2c3c(oc4ccc(Cl)cc4c3=O)C(=O)N2c2cc(C)on2)c1OC (stereo not given)
→ -4, -0.5, -3, -6, 0%, 0.0, 5%, 7%, 4%[57.1 µM]
- COc1ccc(N(Cc2ccccc2)C(=O)CSc2nnc(Cn3nnc4ccccc43)o2)cc1
→ -1, 0.4, 17, -2, 3%, 1.3, 22%, 0%, 0%
- CCC1CCCCN1Cc1c(O)ccc2c(=O)c(Oc3ccccc3Cl)c(C(F)(F)F)oc12 (stereo not given)
→ -1, 0.2, 4, /, -28%, 0.1, 13%, -9%, 6%
- CC(=O)N(Cc1ccccc1)c1c(N)nc(N)[nH]c1=O
→ -1, /, /, /, -5%, /, 13%[57.1 µM], -3%, 4%[57.1 µM]
- CCN1CCN(c2cc(C)c3cc(NC(=O)c4ccc(OC)c(OC)c4)ccc3n2)CC1
→ -1&-5, -0.3&-0.2, 3&6, -13, -20%&-22%, -0.1&1.2, 0%&-22%, 3%&0%, 7%[2.29 µM]
- CCO[C@H]1OC(C(=O)O)=C[C@@H](c2cn(C(C)=O)c3ccccc23)[C@@H]1CCCO
→ 3, /, /, /, -9%, /, 14%, -11%[38.3 µM], 11%[2.29 µM]
- CCOC(=O)C1=C(C)N=C(SC)N(C)C1c1ccccc1 (stereo not given)
→ 5, 0.1, -1, 8, -7%, 0.6, 13%, -1%, 3%
- CC(=O)c1ccc(S(=O)(=O)NC2CC(=O)N(c3ccc(C)cc3)C2)cc1 (stereo not given)
→ 4, 0.9, 3, 3, -10%, 0.4, 10%, 0%, 4%
- C=CCn1c(SCc2ccc(C#N)cc2)nnc1-c1cccc(OC)c1
→ 8, -0.2, -3, 22, -8%, -2.7, 17%[57.1 µM], 4%, 7%[57.1 µM]
- CCOC(=O)C1=C(O)/C(=C/c2ccc(OCC(=O)O)c(OC)c2)SC1=Nc1ccc(OC)cc1
→ -3, 0.7, 3, -1, -19%, 0.8, -30%, -12%, -24%
- Fc1ccc(-[n+]2nc(Nc3ccccc3)sc2-c2c3ccccc3cc3ccccc23)cc1
→ 5, 0.4, 10, -21, ?, -1.5, -22%, 9%[38.3 µM], -13%
- CCCOc1cccc(C(=O)NC(=S)Nc2ccc(N3CCN(C)CC3)cc2)c1
→ 177, -1.8, 8, -5, -9%, 0.3, 79µM*, -1%, -5%
- COCCCNC(=O)C[C@H]1C[C@H](C(=O)N2CCOCC2)[C@@]2(C)c3[nH]c4cc(CCC(=O)N(C)C)ccc4c3CCN2C1=O
→ -5, /, /, /, -15%, /, -19%, 6%, -4%
- N#CCc1ccc(NC(=O)c2ccccc2C(=O)Nc2ccc(CC#N)cc2)cc1
→ -3, 1.5, 6, -6, -11%, 1.5, 21%, 1%, 8%
- COc1ccccc1Oc1ccc(S(=O)(=O)N2CCOCC2)cc1S(=O)(=O)N1CCOCC1
→ 47, 44*, 0, 1, -13%, 0.2, 2%, 7%, -6%
- COc1ccc(-c2nc(CS(=O)CC(=O)NCc3ccc(C)cc3)c(C)o2)cc1OC (stereo not given)
→ -9, -0.2, 0, -14, -11%, -0.4, 50µM*, 7%, 9%
- O=C(NCc1ccc2c(c1)OCO2)C1CC(=O)N(CCc2ccc(F)cc2)C1 (stereo not given)
→ 3, -0.4, -5, 8, -20%, -0.6, 21%, -1%, 5%
- CCCC(=O)N1c2nc(-c3ccco3)nn2C2(CCCCC2)[C@@H]2CCCC[C@@H]21
→ 1, 1.0, -5, /, -7%, -0.2, ?, 1%, -2%
- CCOc1ccc(NC(=O)Nc2ccc3c(c2)nc(C)n3C)cc1
→ -2, 1.5, 5, 11, -14%, 0.6, 7%, -12%, 5%
- COc1ccccc1N1CCN(C(=O)CCn2nc(C)c(S(=O)(=O)N3CCCC3)c2C)CC1
→ -2, 1.5, 2, /, -1%, -1.5, 17%[57.1 µM], -3%, 1%[57.1 µM]
- Cc1ccc(-c2nc(C#N)c(NCc3ccco3)o2)cc1
→ -5, 0.8, -1, -5, -23%, -0.2, 10%[57.1 µM], 1%, 53%
- O=C(Nc1ccn(Cc2c(F)c(F)cc(F)c2F)n1)c1ccc(COc2cc(Cl)ccc2Cl)o1
→ -2, 0.0, -4, 25, -22%, 1.0, -5%, 7%, 12%
- CN(Cc1ccc(F)cc1)C(=O)CNC(=O)c1ccc2c(c1)OCO2
→ 3, 0.3, -6, 3, -8%, 0.1, 13%, 3%, 12%
- CC1CCN(CC(=O)NCc2ccco2)CC1
→ -3, 11, -3, 9, -6%, 0.7, 10%[57.1 µM], -2%, -11%
- COCCn1c(=NC(=O)c2cc3ccccc3oc2=O)sc2cc(S(N)(=O)=O)ccc21
→ -2, 0.7, -5, 13, -18%, -0.9, 5%, -3%, 1%
- Cc1ccccc1OCCn1cc(C(=S)N2CCN(C)CC2)c2ccccc21
→ -3, 1.7, -3, 19, -14%, 0.1, 19%, 5%, -7%
- Cc1cccc(OCC(O)Cn2c(N3CCCCC3)nc3c2c(=O)n(C)c(=O)n3C)c1 (stereo not given)
→ -2, -0.7, 1, -17, -14%, -2.5, -6%, 5%, -4%
- CC(=O)N/C(=N\OCc1ccccc1Cl)c1nonc1NC(C)=O
→ -2, 1.6, -1, -20, -7%, 0.0, -11%[57.1 µM], 6%, 0%[57.1 µM]

# Profiles as entered above. Values in the order: PI4K2A inh	D2 agonist	TRHR PAM	D2 antagonist	USP1 inh	TRHR agonist	TrxR1 inh	mIDH1 inhibitor	TrxR1 substrate
# Results for CCOc1ccc(NC(=O)Nc2ccc3c(c2)nc(C)n3C)cc1 = -2	1.5	5	11	-14%	0.6	7%	-12%	5%
# Results for O=C(Nc1ccn(Cc2c(F)c(F)cc(F)c2F)n1)c1ccc(COc2cc(Cl)ccc2Cl)o1 = -2	0.0	-4	25	-22%	1.0	-5%	7%	12%
